Screening results from PubChem BioAssay.
CRFR2-BP ag = CRF-BP/CRF-R2 complex agonism. activation, % at 13.2 µM. AID 588473. hit rate 0.46% among 350,000. HEK293 CRF-R2/CRF-BP, calcium dye fluorescence (FLIPR); percent of saturating CRF peptide response;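 active = activation of at least 50%, plus an integration ratio under a set limit after plate pattern correction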;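 note: plate controls were neutral control wells without compound for no effect and CRF at EC100 for full effect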
CRFBP-R2 block = antagonists of CRF-binding protein/CRF-R2 receptor complex. HEK293 CRF-R2/CRF-BP, CRF-induced calcium fluorescence. inhibition, % at 11.8 µM. hit rate 0.59% among 350,000. AID 588475;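 active = inhibition of the ligand-induced calcium signal above about 50% at the single tested concentration, limit read from the data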
M5 PAM = positive allosteric modulators of human muscarinic M5 receptor. P08912. hit rate 0.3% among 360,000. CHO-K1 hM5, Fluo-8 calcium, ACh EC20 PAM; 0% = ACh EC20, 100% = ACh EC100. activation, % at 3 µM;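 active = activation above the run cutoff, the mean activation of all test compounds plus 3 SD, cut at about 18% in these data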
Target sequence (P08912 whole entry, looked up): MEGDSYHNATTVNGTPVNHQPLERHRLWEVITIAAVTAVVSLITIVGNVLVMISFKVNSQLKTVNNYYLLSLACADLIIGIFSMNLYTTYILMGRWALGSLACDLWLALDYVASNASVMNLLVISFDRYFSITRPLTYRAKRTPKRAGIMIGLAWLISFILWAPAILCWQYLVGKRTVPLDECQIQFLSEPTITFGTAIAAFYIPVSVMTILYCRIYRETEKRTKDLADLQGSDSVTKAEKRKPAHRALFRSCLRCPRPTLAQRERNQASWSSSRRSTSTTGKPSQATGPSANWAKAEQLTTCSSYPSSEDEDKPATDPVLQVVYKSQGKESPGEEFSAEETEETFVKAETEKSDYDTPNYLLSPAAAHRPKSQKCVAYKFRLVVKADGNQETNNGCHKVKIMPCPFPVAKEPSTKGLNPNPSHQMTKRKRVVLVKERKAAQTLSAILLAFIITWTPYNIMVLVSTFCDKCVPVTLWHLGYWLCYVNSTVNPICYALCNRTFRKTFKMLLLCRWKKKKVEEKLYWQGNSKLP
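Replicates: One well per compound, no replicates | System: Human M5 receptor in CHO-K1 cells | Benchmarks: Low control EC20 acetylcholine (0%), high control EC100 acetylcholine (100%) | Probe or stimulus: Acetylcholine, EC20 level | Times: Fluo-8 loading 80 min at 37 °C plus 30 min room temperature | Signal: Intracellular calcium via Fluo-8 fluorescence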
TAAR1 agonist = human TAAR1 agonism. activation, % at 3 µM. AID 624467. CHO RD-HGA16 TAAR1, Fluo-8 calcium fluorescence; vehicle wells 0%, saturating PEA agonist 100%. Q96RJ0. hit rate 0.99% among 360,000;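 active = activation above the mean activation of all test compounds in the run plus 3 SD, cut at about 38% in these data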
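Benchmarks: low control DMSO, high control PEA (EC100); System: CHO RD-HGA16 cells carrying human TAAR1 plus Gα16; Detection: Fluo-8 fluorescence, 5 s baseline then 140 s kinetic read; Schedule: 17-24 h plating, Fluo-8 75 min 37 °C, 30 min RT; Read-out basis: % activation from peak over basal fluorescence ratio, DMSO-to-PEA scaled.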
M5 antag = antagonists of human muscarinic M5 receptor (CHRM5) | CHO-hM5 cells, Fluo-8 calcium fluorescence, ACh EC80 | P08912 | hit rate 0.59% among 360,000 | inhibition, % at 3 µM;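 active = inhibition above a per-plate cutoff, the mean of that plate's test compounds plus 3 SD, cut at about 27% in these data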;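 note: 0% = acetylcholine EC80 with DMSO and 100% = DMSO without agonist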
M5 ag = agonists of human muscarinic M5 receptor (CHRM5). P08912. CHO-K1 hM5 cells, Fluo-8 calcium fluorescence; 0% DMSO wells, 100% maximal acetylcholine response. activation, % at 3 µM. hit rate 0.19% among 360,000;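 active = activation above the run's mean over test compounds plus 3 SD, cut at about 23% in these data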;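 note: signal is peak over basal fluorescence ratio across the kinetic read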
M1 PAM parental = counter-screen for M1 PAMs: effect in parental CHO-K1 cells | AID 602247 | hit rate 0.02% among 360,000 | activation, % at 3 µM | ATP EC20, Fluo-8 calcium fluorescence; 0% at ATP EC20, 100% at ATP max;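 active = activation above the run cutoff, the mean activation of all test compounds plus 3 SD, cut at about 40% in these data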;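 note: peak over basal fluorescence ratio in a 140 s read after ATP addition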
M4 PAM = CHRM4 positive allosteric modulation; CHO-K1 hM4/Gqi5, Fluo-8 calcium fluorescence, ACh EC20; 0% = ACh EC20, 100% = maximal ACh; hit rate 0.4% among 360,000; P08173; activation, % at 3 µM;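 active = activation above its plate's cutoff, the mean activation of sample wells plus 3 SD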; note: some results filed as inactive read as strong as hits
Target sequence (P08173 whole entry, looked up): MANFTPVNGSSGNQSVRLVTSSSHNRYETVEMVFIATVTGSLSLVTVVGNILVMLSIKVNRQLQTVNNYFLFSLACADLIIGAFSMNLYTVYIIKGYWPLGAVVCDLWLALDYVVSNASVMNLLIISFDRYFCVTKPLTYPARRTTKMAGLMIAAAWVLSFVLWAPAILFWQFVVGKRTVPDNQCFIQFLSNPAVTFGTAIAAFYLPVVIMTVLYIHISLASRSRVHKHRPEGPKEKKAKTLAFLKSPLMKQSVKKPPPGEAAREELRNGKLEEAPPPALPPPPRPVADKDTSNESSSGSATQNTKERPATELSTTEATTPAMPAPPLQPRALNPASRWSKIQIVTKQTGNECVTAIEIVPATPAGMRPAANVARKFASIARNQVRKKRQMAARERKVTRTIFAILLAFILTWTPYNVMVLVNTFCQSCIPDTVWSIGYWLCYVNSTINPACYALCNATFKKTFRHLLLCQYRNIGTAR
TAAR1 antag = human TAAR1 antagonism | Q96RJ0 | CHO RD-HGA16 TAAR1, Fluo-8 calcium fluorescence, antagonist | inhibition, % at 3 µM | hit rate 1.5% among 360,000;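 active = inhibition above a per-plate cutoff, the mean inhibition of test compounds on that plate plus 3 SD, cut at about 49% in these data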;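 note: 0% = DMSO plus EC80 beta-PEA response and 100% = DMSO alone without agonist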
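System: RD-HGA16 CHO cells with stable hTAAR1 and Gα16 | Probe or stimulus: EC80 β-phenethylamine stimulus | Dosing: 3 µM, single point | Times: Dye loading 75 min at 37 °C, then 30 min room temperature | Measured by: Fluo-8 calcium-sensitive fluorescence | Read-out basis: % inhibition of agonist calcium response | Replicates: n of 1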
Numbers without * were called inactive; / = not tested or not shown.

SMILES	CRFR2-BP ag	CRFBP-R2 block	M5 PAM	TAAR1 agonist	M5 antag	M5 ag	M1 PAM parental	M4 PAM	TAAR1 antag
O=C(Nc1ccc2c(c1)OCO2)N1CCN(c2ncccn2)CC1	1.3	5	2	2	-3	1	11	5	6
Cc1ccc(-n2c(CSc3nc(C)cc(C)n3)n[nH]c2=S)cc1	0.1	3	9	10	-4	-3	14	9	-6
COc1ccc(S(=O)(=O)NCC2CCC(C(=O)N3CCC4(CC3)OCCO4)CC2)cc1 (stereo not given)	0.7	-4	-2	-1	-3	-2	15	9	11
Nc1nc2n(n1)C(c1cccc(Cl)c1)CC(c1ccc(F)cc1)N2 (stereo not given)	28	-33	-3	11	1	5	8	-1	3
Cc1ccc(C)c(N2CCN(C(=O)c3ccc(CSc4nc5ccncc5[nH]4)cc3)CC2)c1	-0.9	-17	-15	7	10	8	18	-10	50*
CS(=O)(=O)Cc1cccc(C(=O)NC2CCSc3ccccc32)c1 (stereo not given)	-1.4	3	4	4	-9	-4	2	6	1
COc1ccc(-c2cc(-c3ccc(N)cc3)nc(N)c2C#N)cc1OC	-0.9	7	-20	15	5	2	-4	-1	17
O=C(NCc1nnc(SCC(=O)N2CCCCCC2)o1)c1ccco1	-1.6	5	-4	3	-6	-1	-3	-1	-2
COc1ccc(/C=C/C(=O)NCCNC(=O)c2ccccc2)cc1OC	-2.9	-5	-3	2	7	3	6	2	-10
O=C(CCN=C1NS(=O)(=O)c2ccccc21)OCc1cccc(Cl)c1	-3.1	3	-6	6	4	4	-2	17	-3
CCCNC1=C(C)C(=O)CC1	-0.1	-4	-2	0	6	-1	-8	1	-10
Cc1cc(C)c(NC(=O)CCCN2CCN(C)CC2)c(C)c1	2.8	2	2	6	-3	-3	13	0	2
c1ccc(CN2CCN(c3nc(-c4ccccc4)nc(-n4ccnc4)n3)CC2)cc1	-1.8	28	-8	/	2	-4	8	-24	/
CCOC(=O)c1cnc2c(C(=O)OCC)cnn2c1N	-0.7	-4	3	1	-8	3	13	-3	-20
Nc1ccccc1Sc1ccc(C(=O)c2ccccc2C(=O)O)cc1[N+](=O)[O-]	-0.3	-7	3	-1	-1	8	7	6	-28
COc1ccccc1C(=O)N1CCN(C(=O)Cc2ccccc2)CC1	0.9	8	-1	-2	12	-2	-5	-7	-34
CCn1c(CCNC(=O)c2cccs2)nnc1SCC(=O)NC1CCCCC1	-2.1	7	-2	11	8	1	-11	0	18
COc1ccc(-n2ncc3c(=O)n(CC(=O)Nc4ccc5c(c4)OCCO5)cnc32)cc1	-1.0	0	-2	4	7	-2	-16	2	-14
Clc1nc(Cl)nc(N(c2ccccc2)c2ccccc2)n1	-0.1	0	-2	1	-2	-1	1	13	-18
CC(=O)c1ccc(OCC(=O)OCC(=O)Nc2sccc2C(N)=O)cc1	-0.2	7	-22	16	20	12	-10	-4	44

The final 2 records of the section before open the next one.
SMILES	CRFR2-BP ag	CRFBP-R2 block	M5 PAM	TAAR1 agonist	M5 antag	M5 ag	M1 PAM parental	M4 PAM	TAAR1 antag
Clc1nc(Cl)nc(N(c2ccccc2)c2ccccc2)n1	-0.1	0	-2	1	-2	-1	1	13	-18
CC(=O)c1ccc(OCC(=O)OCC(=O)Nc2sccc2C(N)=O)cc1	-0.2	7	-22	16	20	12	-10	-4	44
O=[N+]([O-])c1cccc(/C=N/N2CCN(c3ccccn3)CC2)c1	1.0	-7	0	2	-8	-2	23	2	-2
Cc1ccc(F)c(S(=O)(=O)NC(=O)C2(C)CCN2C(=O)CCC2CCCC2)c1 (stereo not given)	/	/	-5	0	0	0	-7	-1	-15
O=C1C(=NO)C(c2ccccc2)Oc2ccccc21 (stereo not given)	-0.6	15	-6	-3	8	1	5	-5	-17
NS(=O)(=O)c1ccc(NS(=O)(=O)c2ccc(Br)cc2)cc1	-0.3	-6	4	0	1	-1	10	0	0
CC(=O)SCCC(=O)Nc1ccccc1	0.4	18	1	3	1	3	3	3	7
O=C(CN1C(=O)c2ccccc2C1=O)N1CCN(c2ccccn2)CC1	-1.3	10	8	2	-5	4	15	13	-6
Cc1sc2ncnc(NC(C)C(=O)O)c2c1C (stereo not given)	-1.7	15	4	6	-4	-1	16	1	-8
COc1cc(OC)cc(C(=O)N[C@H](C(=O)Nc2nc(-c3cc(OC)ccc3OC)cs2)C(C)C)c1	-0.1	0	13	-1	1	-3	-9	9	4
CC(Oc1cc2oc(=O)c3c(c2cc1Cl)CCC3)C(=O)NCc1ccncc1 (stereo not given)	0.9	-17	-4	1	5	0	11	4	-11
CC/C(=N\NS(=O)(=O)c1ccc(C)cc1)c1ccco1	-2.4	3	5	-1	1	-6	10	-2	11
CC1(C)CC(=O)c2c(O)cc(OCC(=O)NCCc3ccc(S(N)(=O)=O)cc3)cc2O1	-0.6	-4	-4	3	0	0	8	5	-3
COC(=O)c1ccccc1NC(=O)c1cc[n+]([O-])cc1	-2.0	21	-1	0	5	-4	-12	6	-18
NC(=S)N/N=C\c1ccccc1OCc1ccccc1	-2.6	37	-8	14	10	-2	8	-2	7
CCOC(=O)Cn1nc(-c2ccc(C)cc2)ccc1=O	-0.9	-6	-6	7	-1	0	9	2	-1
O=C(O)c1cn(Cc2ccccc2)c2ccccc2c1=O	0.8	5	0	0	-4	0	23	11	-4
CCOc1ccc2oc(C(=O)OCC(=O)NC(=O)NC3CCCC3)c(C)c2c1	0.4	0	2	-1	2	-1	13	3	-1
Cc1cc(C)n(S(=O)(=O)c2ccc(C)c(C)c2)n1	1.0	11	1	1	4	-6	6	-1	-11
CCCSc1nc(-c2ccccc2)cc(C(F)(F)F)c1C#N	-0.6	-10	3	/	-9	2	7	1	/
Cc1ccccc1Nc1nc(N)nc(CSc2nnnn2C)n1	1.1	2	-2	1	13	-1	21	0	-4
O=C(NCc1ccccc1)C(c1ccc(Cl)cc1)N(C(=O)c1csnn1)C1CC1 (stereo not given)	0.4	-40	-1	3	0	-1	-11	-2	10
O=[N+]([O-])c1ccccc1/C=C\C=N\N1CCN(c2ccccc2)CC1	1.1	44	-5	-2	7	-6	-14	-2	8
COc1ccc2[nH]c(=O)c(CN(C(=O)c3cccnc3)c3cc(C)ccc3C)cc2c1	-1.1	-3	1	2	1	2	9	-7	-23
CCOc1cc(NC(=O)c2ccco2)c(OCC)cc1NC(=O)Cc1ccc(OC)c(OC)c1	-2.7	9	-4	5	6	-1	-4	0	25
COC(=O)c1ccc(NC(=O)c2cc(-c3ccccn3)nc3ccccc23)cc1	1.3	-2	1	1	3	1	-16	14	-23
CC(=O)c1sc(-c2ccccc2)cc1N	-1.9	6	4	4	0	1	14	1	-20
CCCn1c2ccccc2c2cnn(CC(=O)NCCN(C)C)c(=O)c21	6.0	1	2	-2	7	-6	7	-2	6
O=C(Cc1ccc(Br)cc1)Nc1ccccc1Cl	-4.0	14	-2	-3	-1	-4	21	4	13
Cc1cccc(N(C(=O)c2snc(C(N)=O)c2N)C(C(=O)NCC2CCCO2)c2ccc3ncccc3c2)c1 (stereo not given)	-1.7	2	0	1	6	6	16	5	-20
Cc1cccc(N(C)S(=O)(=O)c2csc(C(N)=O)c2)c1	-0.5	4	-6	0	10	2	12	-10	-24
CC(C)c1cc(C(N)=O)c(NC(=O)C2CCC2)s1	4.8	-25	12	-2	15	-5	-4	9	-25
COc1ccc(NS(=O)(=O)c2cccc3cccnc23)cc1	-2.9	7	-1	0	-10	-2	-7	11	-5
OCc1c[nH]c(=S)n1CCOc1cccc(C(F)(F)F)c1	0.2	0	-7	5	16	-2	6	1	-12
CN(C)C1(CNC(=O)C2CCC(=O)N(CCc3ccc(Cl)cc3)C2)CCCCC1 (stereo not given)	-0.8	-4	0	2	0	-6	10	4	-7
Cc1cccc(C(=O)NNC(=O)c2ccco2)c1O	-0.3	-2	-2	0	1	-1	-11	0	-7
O=c1c2c(nc3cc(-c4ccc(F)cc4)[nH]n13)CCC2	-1.0	1	-2	1	-2	1	2	4	-6
CC1CN(c2ncnc3c2cnn3-c2ccc(Cl)cc2)CC(C)O1 (stereo not given)	0.5	8	-2	-2	2	2	14	2	4
COc1ccc(C2c3[nH]c4ccccc4c3C[C@H]3C(=O)N(C4CCN(Cc5ccccc5)CC4)CC(=O)N23)cc1OC (stereo not given in full)	2.0	-16	-9	11	17	2	-2	-9	-13
COCCc1ncc(CN2CCCCC2C(=O)Nc2ccc(Oc3ccccc3)nc2)cn1 (stereo not given)	-2.3	-3	-4	0	13	-5	16	-8	-4
O=C(c1cc(F)c(F)cc1Cl)N1CCN(S(=O)(=O)c2cccs2)CC1	-1.0	1	1	1	1	-3	-29	6	-20
Nc1nn(S(=O)(=O)c2cccc3nsnc23)cc1-c1ccc(Br)cc1	1.0	2	-7	14	5	-5	16	-3	15

Random excerpt: three entries already listed, in no set order.
SMILES	CRFR2-BP ag	CRFBP-R2 block	M5 PAM	TAAR1 agonist	M5 antag	M5 ag	M1 PAM parental	M4 PAM	TAAR1 antag
Cc1cccc(C(=O)NNC(=O)c2ccco2)c1O	-0.3	-2	-2	0	1	-1	-11	0	-7
CCCn1c2ccccc2c2cnn(CC(=O)NCCN(C)C)c(=O)c21	6.0	1	2	-2	7	-6	7	-2	6
COc1ccc(NS(=O)(=O)c2cccc3cccnc23)cc1	-2.9	7	-1	0	-10	-2	-7	11	-5

Continuation.
SMILES	CRFR2-BP ag	CRFBP-R2 block	M5 PAM	TAAR1 agonist	M5 antag	M5 ag	M1 PAM parental	M4 PAM	TAAR1 antag
Cc1noc(C)c1COc1ccc(C(=O)OCC(=O)NC23CC4CC(CC(C4)C2)C3)cc1	2.2	17	-10	16	5	0	21	-17	46
Fc1ccc(COc2ccccc2CNCc2ccncc2)cc1	-1.6	4	-10	4	8	-3	-8	-4	-13
O=C(COC(=O)c1ccccc1OC(F)F)Nc1ccc2[nH]c(=O)[nH]c2c1	-0.6	-3	3	1	9	1	-31	7	2
COC(=O)Cc1cc(=O)[nH]c(/N=C(\N)Nc2ccc(C(C)C)cc2)n1	-2.0	-4	-19	10	3	7	9	-16	37
CCCCn1c(SCC(=O)O)nc2ccccc21	-1.2	-14	2	4	3	0	-6	8	0
CN(C(=O)N1CCN(c2ccccn2)CC1)c1ccccc1	-1.2	2	4	3	0	-7	-2	10	10
CC1(C)Cc2ccccc2-c2nnc(-c3cccc(O)c3)n21	-0.3	-20	-2	2	-3	-2	13	-1	6
COc1ccc(COC(=O)C2CCN(C(=O)c3ccc(Cl)cc3)CC2)cc1F	0.5	-2	-8	0	12	5	3	0	-10

Part of the list above, limited to TAAR1 agonist.
| structure | TAAR1 agonist |
| --- | --- |
| Cc1noc(C)c1COc1ccc(C(=O)OCC(=O)NC23CC4CC(CC(C4)C2)C3)cc1 | 16 |
| Fc1ccc(COc2ccccc2CNCc2ccncc2)cc1 | 4 |
| O=C(COC(=O)c1ccccc1OC(F)F)Nc1ccc2[nH]c(=O)[nH]c2c1 | 1 |

Hits appear at their usual frequency. About 4.2% of those tested had a hit in this group.
